# uPA surface inh: qHTS for Inhibitors of Cell Surface uPA Generation; cell surface uPA generation assay, qHTS; Potency, µM (top dose mostly 38.3 µM), inactives show at the highest dose activity change, negative = inhibition, actives largely listed as inhibitors; 330,000 compounds, 0.31% hits; AID 540303, 2011; active = well fitted inhibition curve with a large enough effect; inconclusive = small, poorly fitted or top-dose-only effect; inactive = no such curve, though single readings can be large or run the other way; tested in mouse RAW 264.7 cells; also: potency is read from the fitted curve at half-maximal effect; % is scaled to controls: 0 for no effect and ±100 for the full control effect; nearly all actives have a fitted effect of over 55% in size
# Mito fusion yeast: qHTS Assay for Small Molecule Inhibitors of Mitochondrial Division or Activators of Mitochondrial Fusion; S. cerevisiae fusion-defective mutant growth rescue, CellTiterGlo 48 h; 320,000 compounds, 0.23% hits; Potency, µM (doses to about 46.1 µM), without a hit: at the highest dose growth rescue (activation), actives largely listed as activators;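 also: potency is read from the fitted curve at half-maximal effect; % of control where 0% means no effect; nearly all actives have a fitted effect of over 45% in size; temperature-sensitive fusion mutants such as fzo1-1 at 37 °C on non-fermentable ethanol glycerol medium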
#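 S. cerevisiae fusion-defective temperature-sensitive mutants (e.g. fzo1-1, mgm1-5) grown 48 h at 37C in YPEG (ethanol/glycerol non-fermentable) medium with 23 nl compound per well; growth rescue read as CellTiterGlo luminescence.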
# USP2a inh: qHTS Assay for Inhibitors of Ubiquitin-specific Protease USP2a Using CHOP2 as the Reporter; Potency, µM (doses to about 38.3 µM), for inactives: at the highest dose activity change, negative = inhibition, hits mostly inhibitors; 330,000 compounds, 0.01% hits; USP2 core, Ub-CHOP2 coupled fluorogenic reporter, 485/531; Ubiquitin carboxyl-terminal hydrolase 2 (Homo sapiens), O75604;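 also: potency is read from the fitted curve at half-maximal effect; plate controls were DMSO wells for no effect and full inhibition by NEM control for full effect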
#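 Deubiquitinase activity read as fluorescence (485/531 nm) after Ub-CHOP2 cleavage activates the enterokinase reporter on its substrate; USP2 core 10nM, Ub-CHOP2 and substrate 25nM each, 30min compound preincubation then 60min RT; data normalized to NEM, curves fitted.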
# Tb PFK inh: qHTS Assay to Find Inhibitors of T. brucei phosphofructokinase; ATP-dependent 6-phosphofructokinase (Trypanosoma brucei brucei), O15648; AID 485367, 2010; 330,000 compounds, 0.17% hits; Potency, µM (doses to about 57.5 µM), inactives show at the highest dose activity, negative = inhibition, hits mostly inhibitors; T. brucei PFK, ADP-Glo luminescence;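 also: potency is read from the fitted curve at half-maximal effect; 0% = uninhibited 1x PFK enzyme wells and -100% = no-enzyme wells; nearly all actives have a fitted effect of over 60% in size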
#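 In TEA buffer at pH 8.0 with 5 mM MgCl2, enzyme (1.25 nM) converted F6P (0.5 mM) and ATP (0.1 mM) for 45 min at room temperature. ADP product was read by luciferase luminescence.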
# PTAP TSG101 blk: qHTS Assay for Iinhibitors of HIV-1 Budding by Blocking the Interaction of PTAP/TSG101; Tumor susceptibility gene 101 protein (Homo sapiens), Q99816; Fluorescence polarization, FITC-PTAP peptide / Tsg101 binding; Potency, µM (titrated, usually from 115 µM), inactives show at the highest dose activity change, negative = inhibition, usual class: inhibitors; AID 493005, 2010; 340,000 tested, under 10 active; active = well fitted inhibition curve with a large enough effect in the main read-out, with a control signal flat, not every such curve was filed as active; inconclusive = small, poorly fitted or top-dose-only effect, or effect the other way, or a change in a side signal; inactive = no such curve, though single readings can be large or run the other way; also: potency is read from the fitted curve at half-maximal effect; % of control where 0% means no effect
# Target sequence (Q99816 whole entry, looked up): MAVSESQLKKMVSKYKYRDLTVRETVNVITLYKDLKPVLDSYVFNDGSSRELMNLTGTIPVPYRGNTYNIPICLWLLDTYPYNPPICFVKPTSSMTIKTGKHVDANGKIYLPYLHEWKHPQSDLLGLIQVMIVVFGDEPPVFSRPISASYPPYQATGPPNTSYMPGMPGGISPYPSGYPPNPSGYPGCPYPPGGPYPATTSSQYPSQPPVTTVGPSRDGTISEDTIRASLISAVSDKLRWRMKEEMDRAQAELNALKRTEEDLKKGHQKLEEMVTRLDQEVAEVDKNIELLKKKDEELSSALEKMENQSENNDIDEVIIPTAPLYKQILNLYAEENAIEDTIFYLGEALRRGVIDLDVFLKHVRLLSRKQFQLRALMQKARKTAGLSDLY
#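 Steps: Tsg101 binding domain dispensed (10 uM final), compounds pinned in DMSO, FITC-labeled PTAP-motif peptide added (50 nM final); after 20 min binding at room temperature, polarization measured.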
# BCR signal inh: qHTS Assay to Find Inhibitors of Chronic Active B-Cell Receptor Signaling; ABC-DLBCL IkBa-CBG/CBR reporter, luminescence ratio, 4 h; Potency, µM (highest dose often 46.1 µM), for the others: at the highest dose ratio change, negative = lower green/red ratio, usual class: inhibitors; 340,000 compounds, 0.05% hits; AID 493014, 2011; active = well fitted inhibition curve with a large enough effect in the signal ratio, with a control signal flat, not every such curve was filed as active; inconclusive = small, poorly fitted or top-dose-only effect, or effect the other way, or a change in a side signal; the % refers to the signal ratio;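 also: potency is read from the fitted curve at half-maximal effect; plate controls were basal doxycycline-induced cells for no effect and cells given 10 µM MG132 for full effect; MG132 reads +100%, hits lower the ratio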
#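 Concentration-response series (up to 46 uM) were applied to TMD8 dual-reporter cells for 4 h at 37C with doxycycline. Green/red ratio, after filter-overlap correction, defined %Activity; red signal alone was normalised to basal cells and zero luminescence.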
# TCR act: Activators of T cell receptors: qHTS campaign; primary human leukocytes, anti-CD3, IL-2 HTRF, 48 h; Potency, µM (top dose mostly 9.22 µM), for the others: top-dose activation of IL-2 secretion, most hits filed as activators; 330,000 tested, under 10 active; also: % of control where 0% means no effect
#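 1) Mix primary human leukocytes, a-CD3 beads and compound. 2) Incubate 48 hr. 3) Add HTRF IL-2 reagents (a-IL-2-K, a-IL-2-d2).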
# Eya2 phos inh: qHTS Assay for Inhibitors of the Phosphatase Activity of Eya2. recombinant Eya2, OMFP fluorescence dephosphorylation (OMFP is methylfluorescein phosphate). Protein phosphatase EYA2 (Homo sapiens), O00167. Potency, µM (highest dose often 76.9 µM), for inactives: at the top dose activity, negative = inhibition, most hits filed as inhibitors. 330,000 compounds, 0.006% hits. AID 488837, 2010; also: potency is read from the fitted curve at half-maximal effect; % is scaled to controls: 0 for no effect and ±100 for the full control effect
#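 Eya2 protein (added as 0.2 uM solution) was preincubated with compound for 10 min at ambient temperature in 50 mM HEPES pH 7.5, 50 mM NaCl, 5 uM MgCl2, 0.05% BSA, 1 mM DTT. OMFP (added at 50 uM) then reacted 10 min; fluorescence read at 485/525 nm.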
# TSHR antagonist: Antagonists of the Thyroid Stimulating Hormone Receptor: HTS campaign; Thyrotropin receptor (Homo sapiens), P16473; TSHR-expressing cells, TSH-stimulated cAMP HTRF, 2 h; stronger effect = lower value; activity change, negative = inhibition, % at 11.5 µM; 330,000 compounds, 0.2% hits; AID 504810, 2011;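 active = activity change below a set negative limit, meaning inhibition stronger than a set level, cut at about -70% in these data; inconclusive = activity change between two set negative limits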; also: % is scaled to controls: 0 for no effect and ±100 for the full control effect
# Target sequence (P16473 whole entry, looked up): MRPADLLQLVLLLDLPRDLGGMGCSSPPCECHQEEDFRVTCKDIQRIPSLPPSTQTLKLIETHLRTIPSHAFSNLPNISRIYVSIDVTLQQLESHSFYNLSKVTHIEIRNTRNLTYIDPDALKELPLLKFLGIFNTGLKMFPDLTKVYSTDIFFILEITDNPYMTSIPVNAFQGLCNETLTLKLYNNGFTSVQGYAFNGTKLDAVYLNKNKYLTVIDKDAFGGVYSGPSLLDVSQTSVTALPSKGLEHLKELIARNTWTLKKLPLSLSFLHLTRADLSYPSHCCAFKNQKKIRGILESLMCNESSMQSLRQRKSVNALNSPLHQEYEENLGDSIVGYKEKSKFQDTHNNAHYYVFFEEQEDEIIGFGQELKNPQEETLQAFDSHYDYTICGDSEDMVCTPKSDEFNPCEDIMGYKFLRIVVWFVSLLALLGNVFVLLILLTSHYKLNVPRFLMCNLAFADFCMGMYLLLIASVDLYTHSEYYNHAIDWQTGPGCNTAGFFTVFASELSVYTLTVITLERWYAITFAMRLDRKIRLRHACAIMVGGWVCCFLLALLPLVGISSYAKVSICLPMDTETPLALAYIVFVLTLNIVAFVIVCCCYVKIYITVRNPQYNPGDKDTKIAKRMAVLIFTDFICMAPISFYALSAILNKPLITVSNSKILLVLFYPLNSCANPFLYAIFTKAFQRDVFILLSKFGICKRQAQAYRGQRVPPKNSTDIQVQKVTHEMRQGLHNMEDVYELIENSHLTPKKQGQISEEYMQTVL
#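 Inhibition of cAMP made by TSHR-expressing cells under TSH stimulation (4nM final, EC80; 2 h, 37 deg C) is quantified with a one-step lysis HTRF kit, anti-cAMP cryptate versus cAMP-d2.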
# B2AR arrestin: qHTS assay of beta-arrestin-biased ligands of beta2-adrenergic receptor. beta-arrestin recruitment to beta2AR, cell-based reporter. Potency, µM (top dose mostly 46.1 µM), without a hit: at the highest dose activation, most hits filed as activators. 330,000 compounds, 0.02% hits;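 also: potency is read from the fitted curve at half-maximal effect; 0% = DMSO controls and full agonism = EC100 isoproterenol or metaproterenol; nearly all actives have a fitted effect of over 65% in size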
# ELG1 DNA repair: qHTS screen for small molecules that inhibit ELG1-dependent DNA repair in human embryonic kidney (HEK293T) cells expressing luciferase-tagged ELG1; HEK293T ELG1-luciferase reporter, luminescence, 16 h; DNA damage induced by 5-fluorouridine; Potency, µM (titrated, usually from 46.1 µM), for inactives: at the highest dose activity change, negative = inhibition, usual class: inhibitors; 330,000 compounds, 2.3% hits; AID 504467, 2011; also: potency is read from the fitted curve at half-maximal effect; % is scaled to controls: 0 for no effect and ±100 for the full control effect; nearly all actives have a fitted effect of over 55% in size
#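 Quantitative HTS, concentration-response format. 2,000 cells/well co-treated with 5-fluorouridine and compound, 16 hr in 5% CO2 at 37 °C; ONE-Glo luminescence read after 30 min.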
# * marks the source's active call; other numbers are inactive results; ? = inconclusive; . = no result given; [ ] = another dose, or the depositor's remark. Unless noted, calls follow the shape of the dose curve; as a rule, active = well fitted curve in the direction sought with a large enough effect; inconclusive = small, poorly fitted or top-dose-only effect, or another doubt; inactive = no such curve, though single readings can be large; an effect the other way counts as inactive or inconclusive. The order is random, and some 3% of all compounds hit somewhere here.
SMILES,uPA surface inh,Mito fusion yeast,USP2a inh,Tb PFK inh,PTAP TSG101 blk,BCR signal inh,TCR act,Eya2 phos inh,TSHR antagonist,B2AR arrestin,ELG1 DNA repair
CCN(CC(=O)NCc1cccs1)C(=O)c1cccc(S(=O)(=O)NCc2ccccc2)c1,6%,-2%,1%,-1%,-3%,2%,8%,14%,15,-0.5%,7%
CC(C(=O)OCC(=O)Nc1ncc(Cl)cc1Cl)N1C(=O)c2ccccc2C1=O (configuration not stated),0%,1%,0%,-1%,-3%,8%,-1%,-29%,19,-0.2%,-2%
C=CCNC(=S)Nc1sc2c(c1C(N)=O)CCCC2,-2%,3%,0%,-4%,-4%,13%,-10%,-21%,-3,0.0%,?
C=CCNS(=O)(=O)c1ccc(OC)c(C)c1,15%,-1%,2%,-6%,-11%,-1%,-3%,28%,3,-0.6%,8%
O=C(Nc1cccc(C(F)(F)F)c1)C1CCN(S(=O)(=O)c2cccnc2)CC1,0%,1%,2%,-12%,0%,-1%,3%,-9%,2,-0.6%,-6%
CN(C)c1cccc(C(=O)NCc2ccc3c(c2)OCO3)c1,-3%,2%,0%,-1%,-5%,?,-5%,-11%,-2,0.3%,19%
Cc1cccc(COCC(CC(C)C)N2CCN(C(=O)c3ccc(C(C)(C)C)cc3)CCC2=O)c1 (configuration not stated),-11%,-9%,-5%,0%,-2%,-1%,-6%,-5%,6,-0.6%,?
O=[N+]([O-])c1cc(C2Nc3cccc4cccc(c34)N2)ccc1Cl,-2%,8%,-1%,1%,2%,4%,1%[46.1 µM],-6%,6,-0.2%,-9%
O=C(NCCC1=CCCCC1)C1CCC(CNS(=O)(=O)c2ccccc2)CC1 (configuration not stated),3%,-1%,1%,-1%,1%,0%,2%,-16%,-16,-0.3%,-2%
CCc1ccc(NC(=O)C2CCCCC2C(=O)O)cc1 (configuration not stated),-1%,-4%,0%,-2%,-8%,-1%,5%,25%,-4,-0.9%,?
CC(=O)c1c(N2CCN(Cc3ccccc3)CC2)nc(=S)n(Cc2ccccc2)c1C,-4%,-10%,1%,5%,2%,-3%,-12%[46.1 µM],5%,5,-1.2%,-27%
COc1ccc(CNC(=O)[C@H](Cc2ccccc2)NC(=O)C2CCN(C(=O)[C@H](C)N)CC2)cc1,-6%,0%,-1%,-1%,-1%,9%,-6%,3%,34,0.3%,?
COc1ccccc1CN(C)C(=O)c1cc(C)nc2ccccc12,-10%,-1%,-2%,-3%,-3%,-1%,3%,-10%,1,0.1%,-29%
Cc1ccc(Cl)cc1NC(=O)COC(=O)c1ccc(CN2CCCC2=O)cc1,11%,-3%,1%,-8%,-2%,-7%,-1%,5%,-3,0.2%,14%
COc1ccc2c(c1)[C@@H]1[C@H](CO2)[C@H](c2ccccc2)[C@]2(C)C(=O)Nc3ccc(C)cc3C(=O)N12,11%,?,-9%,0%,-2%,0%,4%,-11%,2,5.0%,?
C/C(=N\NC(=O)c1c(Cl)cnn1C)c1ccc(NC(=O)c2ccc(Br)o2)cc1,1%,-2%,5%,1%,-4%,0%,8%,2%,-5,0.0%,0%
CCC(CC)C(=O)N=C1SC2CS(=O)(=O)CC2N1CCc1ccc(OC)c(OC)c1 (configuration not stated),-7%,0%,3%,1%,-2%,-15%,-3%,16%,-7,-0.4%,-7%
CCN1CCN(c2nc(N)c([N+](=O)[O-])c(Nc3cccc(C)c3)n2)CC1,8%,2%,0%,-3%,-1%,1%,-7%[46.1 µM],8%,-22,-0.7%,-18%
Cc1ccc2oc(=O)n(Cc3ccccc3OC(C)C)c2c1,-2%,?,-2%,1%,-7%,?,-1%,-19%,-32,0.1%,-5%
Cc1cc(C(=O)N2CCN(c3ncccn3)CC2)cs1,4%,-5%,2%,1%,-8%,1%,.,9%,8,0.3%,3%
COc1ccccc1C(=O)N(Cc1ccc(Cl)cc1)C1CCS(=O)(=O)C1 (configuration not stated),-4%,4%,2%,0%,0%,0%,-1%,-9%,4,0.2%,-7%
CCN(CC)CC(=O)Nc1cccc2c1C(=O)c1ccccc1C2=O,0%,-4%,-1%,1%,-8%,12%,4%,-3%,-4,0.2%,-18%
O=C(NCC1CCCO1)C1CCN(C2CCN(CCCC3CCCC3)CC2)CC1 (configuration not stated),-15%,-4%,0%,1%,-10%,2%,5%,-1%,-1,0.2%,8%
CC1Cc2ccccc2N1C(=S)NC(=O)C1(C)CC1(Cl)Cl (configuration not stated),3%,3%,2%,1%,-4%,-15%,2%,16%,1,0.6%,-16%
COc1ccccc1CNC(=O)CNC(=O)[C@@H]1Cc2ccccc2CN1,5%,-1%,5%,1%,-1%,-5%,-10%,5%,-6,-0.4%,-4%
O=C(O)/C=C/C(=O)NCC1CCC(CNC(=O)/C=C/C(=O)O)CC1 (configuration not stated),-1%,0%,-1%,0%,-1%,2%,-4%,-3%,-5,0.8%,3%
CN1C(=O)N(C)C(NC(=O)Nc2ccccc2)C1NC(=O)Nc1ccccc1 (configuration not stated),0%,-1%,1%,0%,-1%,-13%,3%,-28%,2,0.1%,1%
O=C(c1ccc([N+](=O)[O-])cc1)n1nc(-c2ccccc2)nc1NCc1ccc(F)cc1,4%,2%,3%,0%,-5%,?,2%[46.1 µM],-3%,1,0.4%,?
N/C(=N\N=C\c1ccc(Br)o1)c1nonc1N,0%,3%,3%,-6%,-4%,?,0%,-7%,-3,-1.0%,?
CC1=C(c2ccc(C(C)C)cc2)S(=O)(=O)N=C1N1CCN(C(=O)c2ccco2)CC1,-4%,0%,1%,-9%,2%,1%,-2%,-6%,-8,0.2%,0%
COc1ccc(C)cc1S(=O)(=O)N1CCN(C(=O)c2ncoc2-c2ccccc2F)CC1,-2%,-6%,1%,1%,-2%,16%,2%,-5%,13,-0.1%,4%
CCn1c2ccccc2c2nnc(NN)nc21,-8%,-2%,5%,4%,1%,?,-4%[46.1 µM],3%,1,-0.9%,?
COC(=O)c1cc(Cc2ccc(N)c(C(=O)OC)c2)ccc1N,-6%,10%,2%,1%,-8%,-4%,0%,-11%[15.4 µM],-7,0.1%,-15%
COc1cccc(/C(O)=C2/C(=O)C(=O)N(Cc3cccnc3)C2c2ccco2)c1 (configuration not stated),2%,-2%,0%,-13%,-4%,-3%,1%,-16%,11,0.7%,8%
CCOC(=O)C1CCCCN1Cc1ccc(OC)c(OC)c1OC (configuration not stated),-1%,1%,1%,-1%,-7%,2%,-4%,5%,18,-0.6%,6%
O=c1/c(=C/c2ccccn2)sc2n1CN(c1ccccc1)CN=2,2%,1%,2%,3%,-2%,?,-3%,20%,-2,-0.1%,5%
CCOc1cc(S(=O)(=O)NCc2ccc(OC)cc2)c(OCC)cc1-n1cnnn1,?,2%,1%,2%,-3%,-4%,.,1%,5,0.3%,-16%
Cc1ccc(N(C(=O)c2snc(C(N)=O)c2N)C(C(=O)NCC2CCCO2)c2ccc3ncccc3c2)cc1 (configuration not stated),0%,0%,0%,-2%,-1%,-9%,3%,-8%,3,0.4%,-25%
CC1=NN2C(=N)/C(=C\c3cc(C)n(-c4ccccc4)c3C)C(=O)N=C2S1,1%,1%,2%,4%,0%,15%,-1%,-6%,7,-0.1%,5%
CCn1c(SCC(=O)O)nnc1-c1cccnc1,4%,-1%,2%,4%,2%,2%,2%,4%,1,-1.2%,-15%
CCc1nnc(SCC(=O)N2CCc3ccccc32)n1CC,-3%,2%,-1%,2%,-7%,-11%,6%,7%,2,-0.6%,2%
COc1cccc(CNC(=O)C2CCN(S(=O)(=O)N3CC(C)CC(C)C3)CC2)c1 (configuration not stated),1%,2%,-1%,-1%,-2%,-3%,.,-13%,-5,0.3%,?

# From PubChem BioAssay
